High-throughput results deposited in PubChem by The Scripps Research Institute Molecular Screening Center.
ASAP1 inh: blocks human ASAP1-stimulated Arf1 GTP hydrolysis. Q9ULH1. GDP FP detection. inhibition, % at 16.5 µM. 360,000 compounds, 0.19% hits. AID 624377; in the data active = inhibition above about 25%;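 note: 0% = vehicle with enzyme and substrate and 100% = no enzyme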
ARFGAP1 inhibitor: rat ARFGAP1 inhibition | Q62848 | Arfgap1-stimulated ARF1 GTP hydrolysis, GDP FP detection | inhibition, % at 16.5 µM | 360,000 compounds, 0.26% hits | AID 651572;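 active = inhibition above a per-plate limit, mean inhibition of low control wells plus 3 SD, cut at about 25% in these data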;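 note: 0% = DMSO wells with enzyme and 100% = wells lacking Arfgap1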
Target sequence (Q62848 1-136 limits assumed): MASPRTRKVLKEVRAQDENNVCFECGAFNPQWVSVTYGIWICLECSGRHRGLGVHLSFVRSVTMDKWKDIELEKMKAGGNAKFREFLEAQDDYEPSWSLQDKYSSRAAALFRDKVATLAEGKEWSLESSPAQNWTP
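Material: rat Arfgap1 catalytic domain, aa 1-136; also added: human ARF1(Δ1-17)-GTP substrate; compound dosing: one concentration, 16.5 µM, DMSO 1.26%; incubation: GTP hydrolysis reaction 2 h at 25 °C; measured by: Tracer-displacement fluorescence polarization with EDTA stop, 620/688 nm; evaluation: % inhibition from polarization; repeats: one replicate per compound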
DDE Tn6 FP inh: DD(E)-Tn6 binding inhibition, primary FP screen. Fibrin DD(E) TRITC-Tn6 fluorescence polarization displacement. 370,000 compounds, 0.21% hits. inhibition, % at 8.3 µM. AID 720509;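 active = inhibition above a per-campaign cutoff: mean of compounds within control limits plus 3 SD, cut at about 15% in these data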;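 note: 0% = median of all compound wells on the plate and 100% = blocking peptide control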
Tn7 DDE FP: disrupts Tn7 cyclic peptide binding to fibrin D-Dimer-E complex; P02675; AID 720508; inhibition, % at 8.3 µM; FP displacement of FITC-Tn7 peptide from fibrin DD(E); 0% = median of compound wells per plate; 370,000 compounds, 0.13% hits;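 active = inhibition above the mean of compounds falling within the control limits plus 3 SD of them, cut at about 14% in these data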;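 note: 0% = plate median of compound wells and 100% = 10 µM Aha-Tn7 peptide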
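Assay system: human fibrin DD(E). Input: DD(E) 2 µM final. Medium: Tris buffer with calcium and detergent, pH 7.8. Compound dosing: single point at 8.3 µM. Timing: 10 min plus 3 h, room temperature. Technique: fluorescence polarization of the labelled Tn7 tracer. Read-out: percent inhibition. Replicates: singlicate testing.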
ADAM17 inh: inhibitors of human ADAM17. P78536. inhibition, % at 6.95 µM. 370,000 compounds, 0.83% hits. recombinant ADAM17, EDANS/DABCYL FRET peptide cleavage;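 active = inhibition above the mean of compounds lying between control limits plus 3 SD, set per campaign, cut at about 8.5% in these data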;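 note: 0% = DMSO-only wells as the low control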
Target sequence (P78536 215-824 limits assumed): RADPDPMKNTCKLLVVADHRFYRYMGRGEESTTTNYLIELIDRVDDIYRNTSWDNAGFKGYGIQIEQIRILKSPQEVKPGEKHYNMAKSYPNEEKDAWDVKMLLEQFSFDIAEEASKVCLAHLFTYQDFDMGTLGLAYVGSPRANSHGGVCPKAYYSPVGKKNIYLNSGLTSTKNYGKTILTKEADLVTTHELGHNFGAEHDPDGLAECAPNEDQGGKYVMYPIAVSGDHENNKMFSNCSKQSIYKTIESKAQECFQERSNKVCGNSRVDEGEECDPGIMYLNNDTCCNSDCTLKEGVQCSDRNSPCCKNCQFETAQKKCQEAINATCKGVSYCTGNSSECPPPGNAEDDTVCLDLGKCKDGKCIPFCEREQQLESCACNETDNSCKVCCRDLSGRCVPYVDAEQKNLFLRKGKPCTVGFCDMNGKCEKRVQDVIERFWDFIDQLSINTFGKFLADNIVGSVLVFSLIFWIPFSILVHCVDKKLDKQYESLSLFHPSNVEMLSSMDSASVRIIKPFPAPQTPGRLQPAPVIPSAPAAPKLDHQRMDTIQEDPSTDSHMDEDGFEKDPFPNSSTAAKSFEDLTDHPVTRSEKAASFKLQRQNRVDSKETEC
PLC-beta3 inh: PLC-beta3 (human) inhibition, primary screen; Q01970; Purified PLC-beta3, fluorogenic substrate, fluorescence; inhibition, % at 12.2 µM; 370,000 compounds, 0.18% hits; in the data active = inhibition above about 11%;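 note: 0% = median of compound wells on plate and 100% = full blocker control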
proKLK7 act: proKLK7 (human) activation, primary screen. P49862. purified proKLK7, EDANS-DABCYL substrate fluorescence; 100% is mature enzyme control, 0% vehicle. activation, % at 7 µM. 370,000 compounds, 0.9% hits. AID 652039;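 active = activation above the mean of all tested compounds plus 3 SD, computed per campaign excluding outliers beyond control limits, cut at about 13% in these data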
Target sequence (P49862 whole entry, looked up): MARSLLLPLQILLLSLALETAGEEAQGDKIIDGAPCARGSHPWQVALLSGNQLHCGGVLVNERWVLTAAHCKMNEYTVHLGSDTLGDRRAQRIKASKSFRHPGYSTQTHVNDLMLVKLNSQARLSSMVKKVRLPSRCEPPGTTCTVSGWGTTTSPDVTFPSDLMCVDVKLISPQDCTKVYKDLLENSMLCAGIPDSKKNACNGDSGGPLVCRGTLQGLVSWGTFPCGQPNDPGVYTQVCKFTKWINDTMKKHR
PLC-gamma1 inh: PLC-gamma1 (human) inhibition, primary screen. purified PLC-gamma1, fluorogenic substrate, fluorescence. inhibition, % at 12.2 µM. 370,000 compounds, 0.84% hits; in the data active = inhibition above about 9.5%
UHRF1 MBD2 ctr: blocks human UHRF1 binding to methylated DNA; Q96T88; UHRF1 binding to methylated oligo, TR-FRET; inhibition, % at 4.4 µM; 370,000 compounds, 0.75% hits; in the data active = inhibition above about 21%;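 note: UHRF1 SRA domain binding a hemimethylated CpG hairpin DNA probe; 0% = median of test compound wells and 100% = reference inhibitor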
MBD2 DNA inh: inhibitors of human MBD2 binding to methylated oligonucleotide; TR-FRET; inhibition, % at 4.4 µM; 370,000 compounds, 0.31% hits; AID 686964; in the data active = inhibition above about 13%
* = called active by the depositor; i = inactive. This is a random part of the collection. Share with any hit: about 4.1%.

| # | SMILES | MBD2 DNA inh | PLC-gamma1 inh | proKLK7 act | Tn7 DDE FP | ARFGAP1 inhibitor | PLC-beta3 inh | ADAM17 inh | DDE Tn6 FP inh | ASAP1 inh | UHRF1 MBD2 ctr |
| --- | --- | --- | --- | --- | --- | --- | --- | --- | --- | --- | --- |
| 1 | O=[N+]([O-])c1ccccc1S(=O)(=O)Nc1ccc2c(c1)OCCO2 | -4 | 1 | 0.2 | -6 | -3 | 0 | 0 | -1 | -12 | 1 |
| 2 | N/C(=N\NC(=O)c1ccc(F)cc1)c1cc2ccccc2oc1=O | -9 | -14 | 0.4 | 3 | -3 | -27 | -11 | 5 | 5 | -2 |
| 3 | O=C(O)Cn1c(SCc2ccccc2)nc2ccccc21 | -6 | -4 | -0.1 | 2 | 2 | -7 | 1 | 7 | -2 | 4 |
| 4 | Cc1ccc(NC(=O)C(c2ccccc2)N2CCN(CC(=O)N3CCOCC3)CC2)cc1Cl (configuration not stated) | 3 | 1 | 0.3 | -2 | 2 | -9 | 1 | 0 | 8 | 2 |
| 5 | CC1CCN(C(=O)CCc2nnc(-c3ccccc3)o2)CC1 | 3 | 3 | -0.8 | -2 | -3 | -1 | -4 | -13 | 5 | 4 |
| 6 | COc1ccc(NC(=O)NCc2ccncc2)c(OC)c1 | 3 | 1 | -0.1 | 0 | 17 | -4 | -3 | -1 | -4 | 3 |
| 7 | CN1OC[C@@H]2C(=O)N3CCc4c([nH]c5ccccc45)[C@@H]3C[C@@H]21 | -1 | -369 | -2.9 | 8 | -4 | -474 | -148 | 2 | -4 | -9 |
| 8 | Cc1cccc(CNS(=O)(=O)c2ccc(-c3ccc(=O)[nH]n3)s2)c1 | -7 | -4 | 0.1 | 3 | -16 | -11 | -2 | 0 | -15 | -1 |
| 9 | CCOC(=O)[C@]12CCC=C1N(Cc1ccc3c(c1)OCO3)C(=O)[C@H](CC(=O)NCC1CCCCC1)C2 | 2 | -2 | -0.3 | -1 | 5 | 0 | -5 | -7 | 2 | -2 |
| 10 | CSc1nnc(CNC(=O)c2ccccc2)n1-c1ccc(F)cc1 | -4 | -1 | -0.6 | 11 | 6 | 4 | -1 | 6 | 0 | -1 |
| 11 | O=C(Nc1cccnc1)OC1CCCCC1 | -4 | 4 | 0.6 | 3 | -17 | -5 | -3 | 11 | -13 | -4 |
| 12 | O=C(Cn1nnc2ccccc21)N/N=C/c1ccco1 | 0 | 2 | -0.1 | -4 | -4 | -2 | -4 | -4 | 8 | -2 |
| 13 | CCOc1ccc(N(C(=O)c2ccccc2Cl)C2=NC(C)(C)CS2)cc1 | -7 | 1 | 0.2 | -2 | 0 | -3 | 0 | -5 | 3 | -1 |
| 14 | Cc1ccc(NC(=O)COC(=O)Cc2ccccc2)cc1S(=O)(=O)N1CCOCC1 | -1 | 0 | 0.5 | 7 | -8 | -4 | 2 | 2 | 9 | 0 |
| 15 | O=C(CNS(=O)(=O)c1ccc(Br)cc1Cl)OCC(=O)N1CCCC1=O | 3 | 2 | -0.3 | 3 | -7 | -6 | -8 | 4 | -11 | -2 |
| 16 | COc1ccc(/C=C2/Sc3ccc(C(=O)N4CCOCC4)cc3NC2=O)cc1OC | -2 | -8 | 0.0 | 7 | 1 | -11 | -1 | 2 | 6 | -1 |
| 17 | Cn1c(NCCO)nc2c1c(=O)n(Cc1ccc(F)cc1)c(=O)n2C | 2 | 3 | -0.4 | -8 | -2 | 5 | 1 | 0 | -5 | 2 |
| 18 | CN(C)S(=O)(=O)NCC1CCCN(Cc2ccc(-c3ccccc3)cc2)C1 (configuration not stated) | 2 | -2 | -0.4 | -5 | -1 | 2 | -6 | -11 | 6 | 3 |
| 19 | CC(=O)c1cccc(-c2cnc3c(NC=O)cc(-c4ccccc4Oc4ccccc4)cn23)c1 | 3 | -16 | -3.2 | -1 | -2 | -29 | -3 | -16 | -4 | -4 |
| 20 | CCCCNC(=O)CSc1nccn1Cc1ccccc1 | -7 | -1 | -0.8 | 6 | -5 | 1 | -1 | 8 | -3 | -1 |
| 21 | Cc1cccc(C)c1Nc1nnc(SCC(=O)Nc2cc(S(=O)(=O)N3CCCCC3)ccc2Cl)s1 | 0 | -9 | -0.8 | 5 | 4 | -13 | 2 | -6 | 17 | -3 |
| 22 | O=C(c1ccco1)n1nc(-c2ccc(Cl)cc2)nc1NCc1ccco1 | 5 | -1 | -0.3 | 0 | 6 | -1 | -4 | 0 | -3 | 3 |
| 23 | O=C(CCNc1ccc(Cc2ccncc2)cc1)c1cccc([N+](=O)[O-])c1 | 2 | 3 | -0.6 | 2 | 7 | -5 | -2 | -5 | 12 | -2 |
| 24 | Cc1nn(CC(=O)NCc2ccc(Cl)cc2)c(C)c1[N+](=O)[O-] | -2 | 0 | 0.2 | -6 | 14 | 1 | -3 | -3 | -6 | -1 |
| 25 | CCN(CC(=O)Nc1ccc2c(c1)OCCO2)C(=O)c1ccc(Cl)cc1Cl | 4 | -3 | 0.2 | 9 | -9 | -9 | -7 | 0 | -4 | 3 |
| 26 | Cc1ccc(C(=O)CSc2nnnn2C(C)C)c(C)c1 | -1 | 0 | 0.0 | 1 | -1 | 1 | -4 | -10 | 7 | 2 |
| 27 | COC(=O)C1(CCSC)NC(c2ccco2)C2C(=O)N(C)C(=O)C21 (configuration not stated) | -3 | -1 | -0.2 | 4 | 0 | 2 | -4 | -9 | 7 | 1 |
| 28 | C/C(=N\Nc1ccc2nncn2n1)c1cccs1 | 0 | 0 | 0.2 | -6 | 5 | -8 | 0 | 6 | -6 | -1 |
| 29 | CCN1CCN(S(=O)(=O)c2ccc(Cl)c(C(=O)N(C)Cc3cccc(Cl)c3Cl)c2)CC1 | 0 | -2 | 0.3 | 2 | -1 | 0 | -1 | 4 | 15 | 0 |
| 30 | O=C(CSC(=S)N1CCCCC1)Nc1ncc2c(n1)CCCC2=O | 8 | 6 | -0.6 | 2 | -1 | 2 | -7 | -12 | -2 | 3 |
| 31 | CC(C)C1Nc2ccc(C(=O)N3CCN(c4ccccn4)CC3)cc2NC1=O (configuration not stated) | -3 | -1 | 0.8 | 0 | 5 | 2 | -2 | 4 | -5 | -1 |
| 32 | Cc1ccccc1CN1CCN(Cc2cc(=O)c3ccccc3[nH]2)CC1CCO (configuration not stated) | -2 | 0 | -0.5 | -1 | 1 | -5 | 4 | -9 | -11 | 5 |
| 33 | CN(c1ccccc1C(=O)Nc1ccc2c(c1)OCO2)S(C)(=O)=O | -5 | 1 | 0.2 | -5 | 10 | -4 | 2 | 3 | -2 | -3 |
| 34 | CCCCNC(=O)C1c2ccccc2OCC(=O)N1Cc1ccccc1 (configuration not stated) | 1 | -2 | -0.5 | 1 | -2 | -6 | -2 | -4 | 4 | 2 |
| 35 | COC(=O)[C@@H](NC(=O)Nc1cccc(OC)c1)C(C)C | 3 | 2 | -0.3 | -3 | 4 | 3 | -5 | -3 | -6 | 2 |
| 36 | Cn1c(=O)c2nc(NCc3ccccc3)cnc2n(C)c1=O | 0 | -421 | 15* | -6 | 7 | i | -136 | 0 | 9 | 1 |
| 37 | CC(=O)Nc1ccc(S(=O)(=O)c2ccc(N)cc2)cc1N | 2 | -6 | 0.6 | 3 | -9 | -11 | -3 | 3 | -3 | 0 |
| 38 | COc1cccc(NC(=O)C2CC2)c1 | 7 | 0 | -0.1 | 9 | 6 | 8 | -6 | 1 | 9 | 5 |
| 39 | C[C@H](NC(=O)c1nc[nH]c1C(=O)NCc1ccc(CNC(=O)OC(C)(C)C)cc1)c1ccccc1 | -5 | 8 | 0.4 | -10 | 8 | 3 | 25* | -1 | 24 | 8 |
| 40 | Cc1cc(C)c2sc(N(CCCN(C)C)C(=O)COc3ccc(Cl)cc3)nc2c1 | 2 | 3 | -0.1 | 8 | 12 | -9 | -6 | -4 | 11 | 4 |
| 41 | COc1cccc(/C=C2\SC(=S)N(CCC(=O)NC3C=CS(=O)(=O)C3)C2=O)c1 (configuration not stated) | -4 | -4 | 0.1 | 2 | -5 | -8 | -2 | -1 | 3 | -2 |
| 42 | CC(C)n1c(NCc2cc(Cl)ccc2O)nc2ccccc21 | 2 | -1 | 0.3 | -5 | 6 | -1 | 8 | -3 | 26* | 1 |
| 43 | CN(Cc1ccccc1)C(=O)CSc1nnc(-c2ccco2)n1-c1ccccc1 | 0 | -3 | 0.2 | 0 | -5 | -1 | 0 | 1 | -1 | -1 |
| 44 | Cc1oc(-c2ccccc2)cc1C(=O)Nc1cccc(/C=C/C(=O)O)c1 | 1 | 0 | 0.1 | 1 | 0 | -4 | -4 | -8 | -9 | 3 |
| 45 | COc1ccc(-c2nc3ccccc3c(=O)o2)cc1OC | 3 | -4 | 0.3 | 5 | 0 | -5 | -4 | -1 | 2 | 4 |
| 46 | O=C(COc1ccc(F)cc1)Nc1nc(-c2ccccn2)cs1 | -2 | -29 | -0.5 | 4 | 0 | -26 | -1 | -4 | -17 | -5 |
| 47 | OC[C@H]1O[C@H](c2nc(-c3nc(-c4cccs4)no3)cs2)C[C@@H]1O | -1 | 1 | 0.4 | 1 | 5 | -3 | -3 | -2 | -6 | 0 |
| 48 | Cc1cccc(NS(=O)(=O)c2cc3c(cc2C)NC(=O)CO3)c1 | 0 | 1 | 0.2 | -2 | 6 | -2 | -2 | 10 | -10 | 0 |
| 49 | O=C(O)C(Cc1ccccc1)NC(=O)C(c1ccccc1)c1ccccc1 (configuration not stated) | 1 | -1 | 0.2 | 3 | -2 | -6 | -2 | 6 | 1 | 2 |
| 50 | Cc1nc(SCC(=O)OCc2ccccc2)c(C#N)c(-c2ccccc2)c1C(=O)Nc1ccccc1 | 1 | -56 | -6.8 | -3 | 7 | -64 | 4 | -5 | 5 | 1 |
| 51 | COc1cc(OC)cc(C(=O)Nc2ccccc2-c2nnn(CC(N)=O)n2)c1 | 2 | -1 | -0.4 | 7 | 12 | -3 | -2 | -3 | 6 | 0 |
| 52 | COc1ccc(/C=C/C(=O)C2(O)CCCCC2)cc1OC | -2 | -23 | 2.6 | 1 | -2 | -39 | -3 | 4 | 0 | -1 |
| 53 | CC(=O)c1ccc(OC(=O)C2CSC3(C)CCC(=O)N23)cc1 (configuration not stated) | 0 | 0 | -0.4 | 3 | -3 | -7 | 2 | -1 | -7 | 0 |
